Screening data as filed in PubChem.
FLuc stim CS – affects firefly luciferase, flagging false hits in luciferase stimulation screens. P08659. ATPlite luciferase biochemical, luminescence, 10 min; 0 = ATP-free wells, 1 = DMSO control. activation factor at 10 µM. 200,000 tested, under 10 active;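 active means luciferase activation factor, scaled between plate controls, of at least 2 with compound at 10 µM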
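Material: Luciferase/luciferin reagent mix; Doses: test compounds dosed from 2 mM stocks in 100% DMSO; Schedule: 10 min incubation after luciferase reagent addition, room temperature; Measured by: luminescence from luciferase reaction; Read-out: luminescence gain marking luciferase activators.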
STAT1 act – activators of IFN-gamma induced STAT1 signaling | activation (% of control), % at 5.5 µM | actives 2.6% (n = 200,000) | NIH 3T3 STAT1-luciferase reporter, luminescence; 100% = IFN-gamma alone, no compound | AID 932;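 active means activation above the screen-wide mean activation plus 3 SD, cut at about 130% in these data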;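 further: raw ratio to IFN-gamma control signal so 100% means no change and 0% no light; values of inactives mirror those of a sister screen read the other way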
APP 5UTR inh – APP translation inhibition; SH-SY5Y APP 5'UTR-luciferase reporter, luminescence; inhibition, % at 2 µM; actives 0.82% (n = 190,000); AID 1285;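 active means inhibition above a set limit, derived from the sample mean plus 3 SD, cut at about 45% in these data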; further: values of inactives mirror those of a sister screen read the other way
Diaphorase act – activates diaphorase or chemically reduces, flagging diaphorase assay artifacts | Diaphorase/resazurin coupled assay, resorufin fluorescence, 16 min; hits give high values; 1 = vehicle wells, 0 = NADH-free wells | activation factor at 20 µM | actives 0.005% (n = 190,000) | AID 1229;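 active means diaphorase activity raised at least twofold by the compound at 20 µM; inactive means activation factor below 2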
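Test system: Clostridium kluyveri diaphorase, purified enzyme. Buffer or medium: 50 mM HEPES pH 7.4 buffer plus MgCl2 and Tween 20. Also added: 0.114 mM NADH and 0.1 mM resazurin, final amounts. Dosing: compound 20 µM once, DMSO 1%. Schedule: 16 min enzyme reaction, ambient temperature. Detection: fluorescence of resorufin, 544 nm excitation, 590 nm emission.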
NF-kB expr up – NF-kB expression increase, human neuronal cells; NF-kB reporter expression; hits give high values; fold change at 12.5 µM; actives 1.6% (n = 190,000); AID 1239; in the data active means fold change above about 3.3
FLuc inhib CS – inhibits firefly luciferase, flagging false hits in luciferase inhibition screens. actives 1.5% (n = 200,000). inhibition, % at 10 µM. AID 1006. ATPLite firefly luciferase biochemical luminescence, 10 min;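 active means inhibition above about 50% when tested at 10 µM, limit read from the data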
APP 5'UTR act – activates APP 5'UTR luciferase reporter. SH-SY5Y APP 5'UTR luciferase reporter, luminescence; zero percent = DMSO vehicle wells. activation, % at 2 µM. actives 1% (n = 190,000);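 active means activation above a set limit, based on mean plus 3 SD of controls, cut at about 140% in these data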; further: values of inactives mirror those of a sister screen read the other way
TLR4 MyD88 comp – inhibitors of human TLR4-MyD88 binding | actives 0.18% (n = 200,000) | inhibition, % at 8.4 µM | HeLa CL3-4 TLR4/MyD88 BLA complementation, FRET ratio | O00206+Q99836; in the data active means inhibition above about 25%;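 further: 0% = vehicle and 100% = reference inhibitor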
Target sequence (O00206 whole entry, looked up): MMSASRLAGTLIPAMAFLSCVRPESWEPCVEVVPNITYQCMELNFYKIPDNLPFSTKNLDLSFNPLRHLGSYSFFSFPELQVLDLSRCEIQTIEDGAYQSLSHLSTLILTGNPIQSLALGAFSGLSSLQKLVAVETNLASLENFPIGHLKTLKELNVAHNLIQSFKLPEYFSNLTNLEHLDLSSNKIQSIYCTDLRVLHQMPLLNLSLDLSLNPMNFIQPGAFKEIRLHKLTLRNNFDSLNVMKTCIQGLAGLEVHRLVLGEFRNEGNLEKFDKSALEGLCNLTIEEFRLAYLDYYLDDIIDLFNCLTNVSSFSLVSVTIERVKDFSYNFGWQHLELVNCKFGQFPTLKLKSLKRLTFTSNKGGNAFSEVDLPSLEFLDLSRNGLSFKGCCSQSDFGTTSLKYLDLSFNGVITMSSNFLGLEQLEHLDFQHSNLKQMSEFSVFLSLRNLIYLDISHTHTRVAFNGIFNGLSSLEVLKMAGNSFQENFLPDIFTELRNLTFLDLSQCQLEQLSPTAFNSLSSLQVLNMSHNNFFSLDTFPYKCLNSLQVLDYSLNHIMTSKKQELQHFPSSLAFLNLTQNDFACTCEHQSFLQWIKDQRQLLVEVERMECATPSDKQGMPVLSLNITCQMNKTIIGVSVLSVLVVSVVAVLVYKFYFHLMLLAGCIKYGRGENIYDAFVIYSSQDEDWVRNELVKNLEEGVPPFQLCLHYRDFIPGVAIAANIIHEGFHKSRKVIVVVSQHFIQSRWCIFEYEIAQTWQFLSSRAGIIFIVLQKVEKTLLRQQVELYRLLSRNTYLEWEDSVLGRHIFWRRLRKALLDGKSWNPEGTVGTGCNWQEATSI
Target sequence (Q99836 whole entry, looked up): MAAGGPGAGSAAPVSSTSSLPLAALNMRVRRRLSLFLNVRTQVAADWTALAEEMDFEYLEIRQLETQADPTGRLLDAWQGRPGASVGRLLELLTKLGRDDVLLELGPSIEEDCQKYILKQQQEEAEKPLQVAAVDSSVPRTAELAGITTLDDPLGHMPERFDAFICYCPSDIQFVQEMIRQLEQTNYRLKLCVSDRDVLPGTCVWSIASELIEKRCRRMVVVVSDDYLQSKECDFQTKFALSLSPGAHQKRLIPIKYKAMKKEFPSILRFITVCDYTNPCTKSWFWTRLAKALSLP
G6PDH CS – L. mesenteroides G6PDH inhibition counter-screen; Purified L. mesenteroides G6PDH, diaphorase/resazurin coupled fluorescence, 45 min; inhibition, % at 5 µM; actives 0.12% (n = 200,000); AID 1020; in the data active means inhibition above about 50%
Diaph inh CS – diaphorase inhibition or chemical oxidation counter-screen; diaphorase resazurin-to-resorufin fluorescence, NADH, 16 min; bacterial (C. kluyveri) enzyme, not human; inhibition, % at 20 µM; actives 0.69% (n = 190,000); AID 1217;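 active means primary screen inhibition at 20 µM above a set limit, cut at about 50% in these data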;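 further: plate controls were DMSO with full reaction for no effect and wells lacking NADH for full effect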
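System: Bacterial diaphorase enzyme (C. kluyveri) | Incubation: 16-min room-temperature incubation before reading | Benchmarks: No-NADH positive control and DMSO neutral control | Measured by: Resorufin fluorescence 544/590 nm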
* hit, by the source's call; . = not tested or not shown.

SMILES	FLuc stim CS	STAT1 act	APP 5UTR inh	Diaphorase act	NF-kB expr up	FLuc inhib CS	APP 5'UTR act	TLR4 MyD88 comp	G6PDH CS	Diaph inh CS
O=C(COc1ncnc2c1cnn2-c1ccccc1)Nc1ccc(S(=O)(=O)N2CCCCC2)cc1	1.2	98	-14	0.8	0.85	-16	13	6	-26	22
CCn1cc(/C=C/C(=O)c2ccc(O)cc2)c(C)n1	0.1	117	-73	0.8	3.6*	90*	73	7	12	16
COc1ccc(/C=C/C(=O)NC(=S)NN2CCCCC2c2cccnc2)cc1OC (centres undefined)	1.1	88	-26	0.8	1	-7	27	18	-2	23
COc1ccccc1NC(=O)c1nn(-c2ccc(F)c(F)c2)ccc1=O	1	99	-8	1	0.9	-2	8	-15	4	-2
Cc1ccc(CNC(=O)c2cc3c(=O)n4ccccc4nc3n(Cc3ccco3)c2=N)cc1	1	.	.	0.1	.	-2	.	.	6	90*
CSc1ccccc1C(=O)NCCSc1ccccc1	1.1	100	-25	0.8	1.2	-6	25	-5	17	18
CN(C)S(=O)(=O)c1cccc(NC(=O)COC(=O)c2ccc([N+](=O)[O-])o2)c1	1	100	0	0.9	1.3	-5	0	0	5	5
Cc1cc(C)c(C#N)c(SCC(=O)Nc2ccccc2)n1	1	112	-42	1.1	1.7	3	42	7	9	-8
CCOC(=O)c1sc(NC(=O)c2cc3c(s2)CCC(C)C3)nc1C (centres undefined)	1	98	-16	0.9	1.7	0	16	-9	1	6
COc1ccc2c(c1OC)C(=O)N1c3ccccc3C(=O)N(c3ccccc3F)C21 (centres undefined)	1	55	40	1	0.38	-2	-41	4	-23	5
COc1cc(/C=C/C(=O)OCC(=O)NC(=O)NC23CC4CC(CC(C4)C2)C3)ccc1OCC#N	1.1	91	-7	0.7	0.97	-7	7	-2	-2	29
Nc1ccc(Br)cc1-c1nc2ccccc2[nH]c1=O	1	79	-25	0.8	1	0	25	7	5	17
CCc1nc2ccccc2c(=O)n1NC(=O)c1c(O)c2ccccc2[nH]c1=O	1.1	96	-1	1.1	1.1	-13	1	4	11	-9
CCCC1CC(C)(C(=O)CSc2n[nH]c(-c3ccccc3)n2)OC1=O (centres undefined)	1	109	-4	0.9	1.1	-2	4	-8	12	14
CCc1ccc2c(CC(=O)Nc3nnc(C4CC4)s3)coc2c1	1	102	4	0.9	0.94	-4	-3	4	5	11
O=C(Nc1ccc(F)cc1)C(c1ccccc1)N1CCN(S(=O)(=O)c2ccccc2)CC1 (centres undefined)	1	84	-10	0.8	0.73	-3	10	0	1	24
C[C@@H](CN1C2=NC[C@H](Cc3ccc(O)cc3)N2C[C@H]1Cc1ccc(O)cc1)NC(=O)CCC1CCCCC1	1	102	-3	0.8	1.3	-2	3	-6	-1	19
COCC(=O)N1CCN(c2cccc(Cl)c2)CC1	1	97	-1	0.9	0.76	1	1	-3	20	6
CCOC(=O)CCSc1nc(-c2ccc3c(c2)OCO3)cc(C(F)(F)F)c1C#N	1	107	9	1	1.1	2	-9	-13	8	4
CNC(=O)C1CC(=O)N(Cc2ccccc2)C(=Nc2ccc(OC)cc2)S1 (centres undefined)	1.1	93	-4	0.9	1.2	-7	4	-8	4	12
Cc1nc2ccccn2c1P(=Nc1ccccc1)(N(C)C)N(C)C	1.1	100	-4	0.9	1.1	-5	4	2	2	14
CCc1[nH]nc(C(=O)N2CCCC(CCC(=O)N3CCN(c4ccccn4)CC3)C2)c1C (centres undefined)	1	82	15	1	0.87	4	-15	-3	6	-5
CC(C)(C)C(=O)NC(=S)Nc1cccc(C(=O)O)c1	1	131*	-86	0.9	.	2	86	10	24	14
O=C(CCCC(=O)NCC1CCCO1)NCC1CCCO1 (centres undefined)	1.1	106	-58	0.8	1	-6	97	2	4	16
O=C(Nc1cccc(O)c1)c1cnn2cccnc12	0.8	120	.	0.9	1.7	22	.	-3	12	9

Next section, starting with the last two of the part before.
SMILES	FLuc stim CS	STAT1 act	APP 5UTR inh	Diaphorase act	NF-kB expr up	FLuc inhib CS	APP 5'UTR act	TLR4 MyD88 comp	G6PDH CS	Diaph inh CS
O=C(CCCC(=O)NCC1CCCO1)NCC1CCCO1 (centres undefined)	1.1	106	-58	0.8	1	-6	97	2	4	16
O=C(Nc1cccc(O)c1)c1cnn2cccnc12	0.8	120	.	0.9	1.7	22	.	-3	12	9
CCn1c(COc2ccccc2)nnc1SCC(=O)NCc1ccco1	1	99	-9	1	1.1	-3	9	7	1	3
CC(=O)N(C)c1ccc(NC(=O)C(F)(F)F)cc1	1	101	14	0.9	1.2	2	-14	-17	-6	14
CCOC(=O)C1=C(N)Oc2cc(O)ccc2C1c1cccc([N+](=O)[O-])c1 (centres undefined)	1	95	1	0.9	0.94	-3	-1	5	18	14
CCOC(=O)c1nn(-c2ccc3c(c2)OCCO3)cc1O	0.2	96	-158	0.9	1.1	84*	158*	2	4	6
CCOC(=O)c1c(C)n(C)c2c(C)cc(O)c(OC(=O)CC)c12	1	104	-9	0.9	1.2	-2	9	5	9	9
C=C(C)CSc1nnc(-c2ccc(OC)c(OC)c2)n1N	1.1	99	-5	0.9	2.2	-7	5	8	6	11
Cc1cccc(C)c1OCC(O)Cn1nnc2ccccc21 (centres undefined)	1.1	95	-8	0.7	1.3	-6	7	-18	5	28
CC(NC(=O)Cn1cc(C(F)(F)F)ccc1=O)c1ccc(F)cc1 (centres undefined)	1	101	-15	0.9	0.89	-1	15	-17	5	8
CNc1nc(OCCNC(=O)Nc2ccccc2)nc(N2CCOCC2)n1	1	98	4	1	0.82	0	-4	-7	13	-3
CN1CCN(C(=O)c2cc(-c3ccccc3)on2)CC1	1	117	-37	0.9	1.6	-1	37	2	0	10
COc1ccc(OCC(=O)N/N=C(\C)c2cc3ccccc3o2)cc1	0.2	105	3	0.8	1.7	81*	-3	-6	-3	16
Cc1ccc(OCCn2nc3ccccc3n2)c(C)c1	1	114	-32	0.9	1.6	-1	32	-4	-12	12
CCCCn1c(SCc2nc(N)nc(Nc3ccccc3C)n2)nc2ccccc2c1=O	1.1	91	43	0.8	0.52	-8	-43	8	1	17
CC(C)(C)NS(=O)(=O)c1ccc(NC(=O)NC2CCCCC2)cc1	1	103	13	0.9	0.89	0	-13	1	8	8
O=C(O)COc1ccc2c(c1)OCCO2	1	94	5	0.9	0.98	-5	-5	-24	5	12
CCOC(=O)c1ccc(NS(=O)(=O)c2cccc3nsnc23)cc1	1	102	4	1	1.1	-3	-3	-3	21	-2
CCN(c1ccccc1)S(=O)(=O)c1ccc(C(=O)NCC(c2cccs2)N(C)C)cc1 (centres undefined)	1	100	6	0.9	0.97	2	-7	0	2	7
COc1ccccc1OCCNS(=O)(=O)c1ccc2oc3ccccc3c2c1	0.9	102	13	0.9	1.3	5	-13	10	-12	13
CC(C)C(NC(=O)C1CCCCC1)C(=O)Nc1ccc2c(c1)OCCO2 (centres undefined)	0.6	132*	-83	1	0.96	42	83	9	6	2
O=S(=O)(NCC1CC1)c1cccc(S(=O)(=O)N2CCCC2)c1	1.1	96	5	0.8	1.2	-10	-5	13	0	16
CC(C)Sc1nc2c(c(=O)[nH]c(=O)n2C)n1Cc1ccc(Cl)cc1	1	96	-1	0.9	1	-4	1	-2	1	12
COc1ccccc1N1CCN(C2=Nc3cccc4cccc2c34)CC1	0.2	127	-85	0.9	2	78*	85	4	3	6
CSc1cc(-c2ccccc2)n(Cc2c(Cl)cccc2Cl)c(=O)c1C#N	1.1	99	5	0.9	1	-6	-5	-2	9	10
N=C1/C(=C/c2cccn2Cc2ccc(F)cc2)C(=O)N=C2SC=CN12	1	98	13	0.9	0.89	2	-13	-10	-3	8
CCCCCc1cc(O)c2c(C)cc(=O)oc2c1	1.1	100	1	0.9	0.76	-6	-1	-12	-8	9

Entries of single compounds from above. Screens in order: FLuc stim CS, STAT1 act, APP 5UTR inh, Diaphorase act, NF-kB expr up, FLuc inhib CS, APP 5'UTR act, TLR4 MyD88 comp, G6PDH CS, Diaph inh CS
CCn1c(COc2ccccc2)nnc1SCC(=O)NCc1ccco1 as listed: 1, 99, -9, 1, 1.1, -3, 9, 7, 1, 3
Cc1ccc(OCCn2nc3ccccc3n2)c(C)c1 as listed: 1, 114, -32, 0.9, 1.6, -1, 32, -4, -12, 12

Back to the main list; the four compounds before the break are reprinted first.
SMILES	FLuc stim CS	STAT1 act	APP 5UTR inh	Diaphorase act	NF-kB expr up	FLuc inhib CS	APP 5'UTR act	TLR4 MyD88 comp	G6PDH CS	Diaph inh CS
COc1ccccc1N1CCN(C2=Nc3cccc4cccc2c34)CC1	0.2	127	-85	0.9	2	78*	85	4	3	6
CSc1cc(-c2ccccc2)n(Cc2c(Cl)cccc2Cl)c(=O)c1C#N	1.1	99	5	0.9	1	-6	-5	-2	9	10
N=C1/C(=C/c2cccn2Cc2ccc(F)cc2)C(=O)N=C2SC=CN12	1	98	13	0.9	0.89	2	-13	-10	-3	8
CCCCCc1cc(O)c2c(C)cc(=O)oc2c1	1.1	100	1	0.9	0.76	-6	-1	-12	-8	9
CCn1c(=O)c(C(=O)CN(C)Cc2ccc(F)cc2)c(N)n(Cc2ccccc2)c1=O	1	93	-11	0.9	0.98	-5	11	2	6	9
c1ccc(-c2ccc(OCCCn3cncn3)cc2)cc1	0.9	104	-28	0.8	1.7	9	28	-18	4	15
O=C(O)c1cc(N2C(=O)C3CCCCC3C2=O)ccc1NCc1cccnc1 (centres undefined)	1	95	-11	0.7	1.2	-4	11	-5	-1	30
Cn1c(N)c(C(=O)COC(=O)C2(c3ccccc3F)CCCC2)c(=O)n(C)c1=O	1.1	101	-8	0.9	0.6	-10	8	-11	10	14
CCCNC(=S)N(Cc1ccccc1)Cc1nc2ccccc2c(=O)[nH]1	1.1	99	0	0.9	1.4	-7	0	-4	12	15
O=C(NNC(=S)Nc1ccccc1)C1CC1	1	93	-18	1	1.2	-1	17	5	-1	5
O=C(COc1ccccc1)NCC(=O)NC1=NCCS1	1	105	-2	0.9	0.89	-1	2	9	0	13
Cc1ccc(CN2CCN(Cc3cc(=O)c4ccccc4[nH]3)CC2CCO)o1 (centres undefined)	1	92	-4	0.9	0.99	2	4	4	16	8
COc1cc(/C=N/NC(=O)c2[nH]nc3c2CCc2ccccc2-3)ccc1O	1	102	-13	0.9	0.91	-2	13	-1	12	13
CCOc1ccc(CCNC(=O)Cn2c(-c3nonc3N)nc3ccccc32)cc1OCC	1.1	103	17	1	0.97	-7	-17	-1	-4	2
CC1CC(C)CN(S(=O)(=O)c2ccc(C(=O)NCc3ccco3)cc2)C1 (centres undefined)	1	94	-22	0.9	0.97	-3	22	1	4	9
COc1cc(N=c2c([N+](=O)[O-])nn(-c3ccc4c(c3)OCCO4)n2O)cc(OC)c1	1	101	-36	0.7	0.53	3	36	-9	6	29
NC(=O)C1CCN(C(=O)C2c3ccccc3C(=O)N3CCc4ccccc4C23)CC1 (centres undefined)	1	97	6	0.9	1	-3	-6	0	0	12
Fc1cccc2sc(Nc3nc4cc5c(cc4s3)OCO5)nc12	0.7	175*	-139	0.9	3.5*	32	139*	-2	-2	10
CCN(CC)CCOC(=O)c1ccc(NC(=O)C2(c3ccccc3)CCCC2)cc1	1.1	92	-10	1	0.9	-9	10	-13	0	2
